# HKDC1 inh – HKDC1 hexokinase inhibitors, primary screen, biochemical, fluorescence, uHTS. Q2TB90. recombinant HKDC1, G6PDH/diaphorase resazurin coupled fluorescence. inhibition, % at 20 µM. 0.16% of 340,000 active;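 active = inhibition above about 35% when tested at 20 µM, limit read from the data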;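 also: plate controls were DMSO wells with enzyme for no effect and DMSO wells lacking enzyme for full effect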
#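 Assay system: in-house recombinant HK5 (HKDC1) enzyme. Input: HKDC1 at 5 µg/mL. Medium: Tris pH 8.0 buffer with MgCl2, Tween-20, BSA, BME. Dosing: single 20 µM dose. Schedule: 90 min reaction incubation at room temperature, dark. Signal: resazurin-to-resorufin fluorescence via G6PDH and diaphorase coupling, 525/613 nm. Controls: DMSO-enzyme wells negative, buffer-substituted wells positive.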
# SENP1 inh – human SENP1 catalytic domain inhibitors, primary screen, biochemical, FRET, uHTS; recombinant SENP1 catalytic domain, CyPet-SUMO1-YPet FRET cleavage; inhibition, % at 10 µM; 0.21% of 360,000 active; AID 624204, 2012;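 active = inhibition at least 30% at 10 µM, raw YFP signal under a set limit, fluorescence ratio 0.5 to 1.5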;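 also: 0% = enzyme with DMSO and 100% = no enzyme wells; some results filed as inactive read as strong as hits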
#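 Assay system – human recombinant His6-tagged SENP1 catalytic domain enzyme · Input – SENP1 enzyme, 20 pM final · Buffer or medium – Tris pH 8 buffer plus EDTA, NaCl, BME, BSA, NP40, catalase · Schedule – 50 min reaction at room temperature · Technique – FRET read of cyan and yellow fluorescence · Control set – no-enzyme wells low, DMSO-plus-enzyme wells high control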
# SENP8 block-1 – human SENP8 protease inhibitors, primary screen, biochemical, fluorescence, Nedd8 protein substrate, uHTS | Sentrin-specific protease 8 (Homo sapiens), Q96LD8 | recombinant SENP8 | inhibition, % at 20 µM | 0.64% of 360,000 active | AID 602440, 2012; in the data active = inhibition mostly above about 40%, no sharp cut-off; inactive = mostly below about 27%
# Target sequence (Q96LD8 whole entry, looked up): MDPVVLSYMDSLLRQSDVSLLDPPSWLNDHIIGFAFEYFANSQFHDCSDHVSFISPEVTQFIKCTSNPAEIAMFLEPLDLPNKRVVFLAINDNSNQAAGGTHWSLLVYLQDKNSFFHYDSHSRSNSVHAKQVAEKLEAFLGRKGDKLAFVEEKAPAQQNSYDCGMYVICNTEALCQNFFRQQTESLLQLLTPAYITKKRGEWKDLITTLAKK
# Apaf-1 inh – inhibitors of human Apaf-1 apoptosome, primary screen, biochemical, DEVD-Rh110 fluorescence, uHTS; 0.71% of 330,000 active; inhibition, % at 20 µM; AID 489030, 2010; reconstituted apoptosome caspase-3 activity; Apoptotic protease-activating factor 1 (Homo sapiens), O14727; active = inhibition of at least 40% at 20 µM;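 also: plate controls were DMSO wells for no effect and DEVD-CHO caspase inhibitor wells for full effect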
#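 Assay system – apoptosome proteins · Medium – Hepes buffer, pH 7.5 · Also added – cytochrome c with DEVD-Rh110 · Timing – 30 min compound preincubation, 50 min activation, room temperature · Detection – Rh110 fluorescence, excitation 480 nm, emission 540 nm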
# SENP6 inh – SENP6 protease inhibitors, primary screen, biochemical, luminescence, uHTS; Sentrin-specific protease 6 (Homo sapiens), Q9GZR1; Recombinant SENP6 catalytic domain, aminoluciferin luminescence; inhibition, % at 10 µM; 1.8% of 330,000 active;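 active = inhibition above about 50% at the single tested dose, limit read from the data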;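 also: plate controls were DMSO wells with enzyme for no effect and DMSO wells lacking enzyme for full effect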
# Target sequence (Q9GZR1 628-1112 limits assumed): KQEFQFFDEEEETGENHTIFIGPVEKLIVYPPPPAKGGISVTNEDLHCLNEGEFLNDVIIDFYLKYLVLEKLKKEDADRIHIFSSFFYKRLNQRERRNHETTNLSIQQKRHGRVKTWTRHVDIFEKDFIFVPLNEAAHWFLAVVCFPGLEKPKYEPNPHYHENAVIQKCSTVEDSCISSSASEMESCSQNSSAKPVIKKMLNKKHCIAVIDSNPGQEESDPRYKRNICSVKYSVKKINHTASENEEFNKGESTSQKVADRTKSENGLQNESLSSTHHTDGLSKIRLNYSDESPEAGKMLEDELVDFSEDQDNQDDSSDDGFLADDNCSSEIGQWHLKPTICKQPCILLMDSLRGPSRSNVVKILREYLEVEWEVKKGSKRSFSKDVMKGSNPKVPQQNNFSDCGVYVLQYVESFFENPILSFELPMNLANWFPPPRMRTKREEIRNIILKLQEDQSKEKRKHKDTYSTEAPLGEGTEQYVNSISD
# SENP8 block-2 – SENP8 protease inhibitors, primary screen, biochemical, luminescence; AID 2540, 2010; 1.2% of 330,000 active; Sentrin-specific protease 8 (Homo sapiens), Q96LD8; purified SENP8, Z-RLRGG-aminoluciferin cleavage; inhibition, % at 10 µM; in the data active = inhibition above about 50%
# PfGluPho inh – PfG6PD enzyme inhibitors, primary screen, biochemical, fluorescence intensity, uHTS; glucose-6-phosphate dehydrogenase-6-phosphogluconolactonase (Plasmodium falciparum 3D7); PfGluPho enzyme, NADPH resazurin-diaphorase fluorescence; inhibition, % at 20 µM; 0.78% of 350,000 active;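 active = inhibition reaching at least a set limit at 20 µM in the primary screen, cut at about 59% in these data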;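 also: 0% = DMSO wells with substrate and 100% = DMSO wells lacking glucose-6-phosphate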
# SENP7 inh – SENP7 protease inhibitors, primary screen, biochemical, luminescence, uHTS. Sentrin-specific protease 7 (Homo sapiens), Q9BQF6. recombinant SENP7, Z-RLRGG-aminoluciferin luminescence, 40 min. inhibition, % at 5 µM. 1.5% of 330,000 active. AID 434973, 2010;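 active = inhibition above about 50% at the single test dose, limit read from the data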;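 also: plate controls were DMSO with enzyme for no effect and no enzyme buffer wells for full effect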
# Target sequence (Q9BQF6 706-1050 limits assumed): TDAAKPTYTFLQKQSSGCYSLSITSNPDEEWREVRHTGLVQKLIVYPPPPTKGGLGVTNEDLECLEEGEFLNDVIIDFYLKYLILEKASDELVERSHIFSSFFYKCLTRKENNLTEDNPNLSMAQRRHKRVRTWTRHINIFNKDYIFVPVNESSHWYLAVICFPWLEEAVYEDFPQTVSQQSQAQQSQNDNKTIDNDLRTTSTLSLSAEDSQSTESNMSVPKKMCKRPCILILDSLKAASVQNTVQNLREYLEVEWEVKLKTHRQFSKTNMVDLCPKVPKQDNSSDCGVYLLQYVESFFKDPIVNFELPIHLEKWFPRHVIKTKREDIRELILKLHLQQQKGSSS
# Numbers without * were called inactive; x = no result given.
SMILES,HKDC1 inh,SENP1 inh,SENP8 block-1,Apaf-1 inh,SENP6 inh,SENP8 block-2,PfGluPho inh,SENP7 inh
Cc1[nH]c2ccccc2c1C(=O)CSc1nc2ccccc2[nH]1,6,0,5,-4,7,8,10,1
COCCN1C(=O)C(O)=C(C(C)=O)C1c1ccc(OC)c(OC)c1 (stereo unspecified),1,-1,16,13,-20,-8,-5,-4
Nc1nc(-c2ccccc2)c(-c2ccccc2)s1,3,1,-48,10,3,4,19,-1
C[C@H]1C(=O)N(C)CCN1C(=O)c1ccccc1OC1CCN(S(C)(=O)=O)CC1,4,0,12,-2,0,-2,-5,-6
COCCNC(=O)c1ccc2c(c1)NC(=O)CS2,-15,1,10,-6,-4,7,1,-2
N#C/C(=C\c1ccc(-c2cccc([N+](=O)[O-])c2)o1)c1nnc(N2CCOCC2)n1-c1ccccc1,x,x,x,9,12,4,x,5
CC(=O)Nc1ccc(S(=O)(=O)N(C)CC(=O)N(C)Cc2sccc2C)cc1,0,0,15,1,-4,-6,-12,5
Cc1cccc(OCCNc2nc3c(c(=O)n(C)c(=O)n3C)n2C)c1,-4,2,6,-15,-19,2,1,3
CCCCCCc1cc2cc(C(=O)Nc3ccccc3)c(=O)oc2cc1O,-5,-29,-279,3,-6,-7,4,6
O=C(OCc1cccc(F)c1)c1cc2ccccc2cc1O,0,-2,-34,4,8,3,0,-1
Cc1ccc(S(=O)(=O)N2CCOCC(=O)NCCOCCNC(=O)COCC2)cc1,-11,0,12,x,x,x,-16,x
O=S(=O)(O)c1nc2ccccc2n1Cc1ccc(Cl)cc1,-1,-1,18,3,-4,-2,0,-1
O=C(NC(Cc1c[nH]c2ccccc12)C(=O)N/N=C/c1ccc(Br)cc1)c1cccs1 (stereo unspecified),10,2,0,29,-2,-2,13,-2
CCCC(=O)C1=C(O)C(C(=O)OC)C(C)(C)CC1=Nc1ccc(N)cc1 (stereo unspecified),-6,-1,20,-2,-2,-3,-5,1
N#Cc1c(NC(=O)C(=O)NCCCN2CCOCC2)sc2c1CCC2,5,-1,7,4,3,7,-21,3
CC(C)C(=O)Nc1ccc(N2CCN(c3ccc(F)cc3)CC2)cc1,-10,3,15,-4,6,-2,4,-5
O=C1C2CCCCN2C(=O)N1CCCCN1CCN(c2cccc(C(F)(F)F)c2)CC1 (stereo unspecified),-2,-3,15,x,x,x,-12,x
Cc1ccc(S(=O)(=O)N2CCCCC2)cc1NC(=O)CCc1nc2ccccc2c(=O)[nH]1,12,-19,-28,11,-8,-2,7,1
O=C(COC(=O)CNC(=O)C1CCCCC1)NCc1ccc(Cl)cc1,3,3,13,16,-20,-15,3,-7
O=C(CCNC(=O)c1ccc(Br)cc1)NNC(=O)C1COc2ccccc2O1 (stereo unspecified),-3,2,10,10,-10,-16,-11,7

# Overlap with the part before: 2 entries; new compounds follow.
SMILES,HKDC1 inh,SENP1 inh,SENP8 block-1,Apaf-1 inh,SENP6 inh,SENP8 block-2,PfGluPho inh,SENP7 inh
O=C(COC(=O)CNC(=O)C1CCCCC1)NCc1ccc(Cl)cc1,3,3,13,16,-20,-15,3,-7
O=C(CCNC(=O)c1ccc(Br)cc1)NNC(=O)C1COc2ccccc2O1 (stereo unspecified),-3,2,10,10,-10,-16,-11,7
Cc1ccccc1N1C(=O)C2C3C=CC(C2C1=O)N(C)C3=O (stereo unspecified),-3,-1,2,2,9,-2,15,2
COc1cccc(NC(=O)C(=O)NCC2CCCN2S(=O)(=O)c2ccccc2)c1 (stereo unspecified),0,-2,6,16,47,33,13,-4
CCC1(C)N([O-])C(C)=C(c2ccccc2)[N+]1=O (stereo unspecified),-1,1,8,3,7,-7,-7,-10
O=C(COc1ccc2ccccc2c1)NNC(=O)Cc1ccccc1,-9,-1,8,x,x,x,-5,x
O=C(Nc1ccc(-n2cnnn2)cc1)c1cccc(S(=O)(=O)N2CCCC2)c1,-4,3,8,-4,8,3,6,-4
COc1cc(NC(=O)c2ccccc2-c2ccccc2)cc(OC)c1OC,x,x,x,2,0,3,x,0
Cc1cccc(NC(=O)C2COc3ccccc3O2)n1 (stereo unspecified),-2,0,10,-20,1,-3,7,2
Cc1cccc(NC(=O)CNC(=O)Cn2cc(C(F)(F)F)cc(Cl)c2=O)c1C,-6,1,8,-2,-13,7,5,-3
CCN(C(=O)CSc1ncnc2sccc12)c1c(N)n(Cc2ccccc2)c(=O)[nH]c1=O,-1,-16,-25,-2,4,0,13,7
COc1ccccc1C(CNC(=O)c1cccc(S(=O)(=O)Nc2ccc(C)cc2)c1)N1CCCC1 (stereo unspecified),-1,-2,7,21,-16,-15,-5,8
CC1Cc2ccccc2N1C(=O)Cn1cc([N+](=O)[O-])ccc1=O (stereo unspecified),-7,4,4,-7,-2,-3,7,-6
O=C(CSC1CC(=O)N(CCc2ccccc2)C1=O)Nc1cccc(Cl)c1 (stereo unspecified),0,2,13,12,-7,-5,25,-3
Cc1ccc2c(c1)c1cccc3c1n2CCN3CCC(N)=O,1,6,-397,51*,41,15,-1,28
CCn1c(SCC(=O)N2CCc3ccccc3C2)nc2c1c(=O)n(C)c(=O)n2C,5,-1,9,-22,-2,-3,14,5
O=C(Nc1ccc(Cl)c(S(=O)(=O)N2CCOCC2)c1)[C@@H]1CCCN1C(=O)c1cccs1,-5,-1,-2,-2,2,1,19,5
Cc1ccc(C(=O)OCC(=O)NCc2ccccc2)cc1S(=O)(=O)N1CCCCC1,4,-1,10,3,2,-2,8,-1
Cc1noc(C)c1S(=O)(=O)N(C)C[C@H]1Oc2c(cccc2N(C)C)C(=O)N([C@H](C)CO)C[C@@H]1C,1,2,-9,-6,3,3,-11,-1
CNC(=S)N(C1=NCC(c2ccc([N+](=O)[O-])cc2)S1)c1ccccc1 (stereo unspecified),-4,11,3,16,-13,-2,16,8
Cc1cc(=O)[nH]c(SCC(=O)NN(c2ccccc2)c2ccccc2)n1,-7,1,12,0,-3,4,-8,-1
COc1ccc(C(C(=O)NC2CCCCC2)N(C(=O)c2snc(C(N)=O)c2N)c2ccccc2OC)cc1 (stereo unspecified),-4,-43,-305,19,-13,-9,8,0
CCOc1nc2ccccc2cc1C=O,7,2,-30,0,4,-2,-2,5
CCN1C(=O)CC(N2CCN(C(c3ccccc3)c3ccccc3)CC2)C1=O (stereo unspecified),3,2,14,-5,2,-1,-3,1
COc1ccc(CC(=O)OCC(=O)c2c[nH]c3ccccc23)cc1,1,1,-6,25,2,0,21,2
Cc1cc(Cl)cc(Br)c1OCCCCn1cncn1,1,0,20,20,-26,-3,-3,3
Cc1occc1C(=O)Nc1ccc2c(c1)OCO2,-1,-1,22,4,84*,54*,10,80*
COC(=O)c1ccc(C(=O)OC)c(NC(=S)N2CCOCC2)c1,-6,-14,-215,5,0,5,4,13
COc1ccc(NC(=O)C(C)N2c3cccc4cccc(c34)S2(=O)=O)cc1OC (stereo unspecified),12,-1,-86,-15,-9,7,-5,7
COc1ccc(S(=O)(=O)N2CCOCC2)cc1NC(=O)COC(=O)C1CC1C (stereo unspecified),-5,1,1,-10,-6,3,-1,10
Cc1cc(C)c2[nH]c(C)c(CN3CCCCCC3)c(=O)c2c1,0,-5,-34,6,-7,-2,-5,8
CC(=O)NNC(=O)c1[nH]c2ccc(Br)cc2c1-c1ccccc1,-4,2,2,10,6,-4,-12,-8
C=CCN(CC=C)CCOc1cccc(Oc2ccccc2)c1,12,-5,14,16,3,1,4,3
O=C(Nc1nc2ccccc2[nH]1)C1CCN(C(=O)c2ccc(F)cc2)CC1,-6,5,-27,2,-2,-4,5,-5
CN1C(=O)CSC1=S,-9,1,1,-11,-18,-1,17,0
Cc1cnn(CCC(=O)NNC(=S)NCC(C)C)c1,-12,2,6,-15,-2,0,22,1
CC(C)CC(=O)NCc1ccc2[nH]c3c(c2c1)CCCC3,-9,-27,-65,4,-14,-9,-5,-5
c1ccc(CCn2nnnc2CN2CCCc3ccccc32)cc1,2,-43,-153,8,-6,-13,-8,-5
COc1ccc(S(=O)NC2CCCCC2)c(OC)c1C (stereo unspecified),-2,1,20,12,-11,-6,-17,-8
Cc1cc(C)n(CC(=O)N/N=C/c2ccccn2)n1,-12,-2,1,-8,-13,-11,3,-9
CC(C)(C)OC(=O)N1Cc2cc3ccccc3nc2C1CO (stereo unspecified),-1,-21,8,6,15,2,-2,-4
Cc1nnc(SCC(=O)N2c3ccccc3C(C)(c3ccccc3)CC2(C)C)s1 (stereo unspecified),2,-1,11,23,-23,-8,12,-9
CCN1CCN(c2c(Cl)cccc2NC(=O)c2ccc3nsnc3c2)CC1,10,1,8,-13,-6,-7,-7,-7
Cc1ccc(OCC(=O)Nc2ccc(C)c(S(=O)(=O)N3CCCCC3)c2)c([N+](=O)[O-])n1,-6,-1,-5,9,-9,-1,14,7
Cn1c(=O)c2c(nc(NCc3ccco3)n2C)n(C)c1=O,1,-3,18,-5,-35,-4,11,-5
CC(=O)c1ccc(NC(=O)Cn2c(=O)oc3ccccc32)cc1,5,8,20,5,-17,12,0,-7
N#CC1(NC(=O)COC(=O)Cn2[nH]c(=O)c3ccccc3c2=O)CCCCC1,-9,-1,-4,-7,-6,-1,-9,0
CCC1(C)CC(CCNS(=O)(=O)c2ccc(C)cc2)(c2ccc(C)cc2)CCO1 (stereo unspecified),7,-1,23,23,-15,-5,14,-1
COC(=O)CCC(=O)NC1CC(C)(C)Cc2c1cnn2-c1ccccc1 (stereo unspecified),-2,0,8,-1,1,-7,-6,5
COCC(=O)Nc1cc(C(=O)Nc2ccccc2)ccc1Cl,x,x,x,4,19,0,x,6
COc1cccc(NC(=O)CSc2ncc(S(=O)(=O)c3ccccc3)c(=O)[nH]2)c1,3,1,30,-1,-8,-11,-38,-5
O=C(c1ccc2nccnc2c1)N1CCN(c2cccc(C(F)(F)F)c2)CC1,3,-21,-9,4,-4,-3,-8,2
CN(C)c1ccc(/C=C(/C(=O)c2ccc(Cl)cc2Cl)n2cncn2)cc1,-3,-26,36,15,-5,-10,3,3

# Only SENP1 inh and SENP8 block-2, for 7 of the compounds above:
molecule	SENP1 inh	SENP8 block-2
CCOc1nc2ccccc2cc1C=O	2	-2
CCN1C(=O)CC(N2CCN(C(c3ccccc3)c3ccccc3)CC2)C1=O (stereo unspecified)	2	-1
COc1ccc(CC(=O)OCC(=O)c2c[nH]c3ccccc23)cc1	1	0
Cc1cc(Cl)cc(Br)c1OCCCCn1cncn1	0	-3
Cc1occc1C(=O)Nc1ccc2c(c1)OCO2	-1	54*
COC(=O)c1ccc(C(=O)OC)c(NC(=S)N2CCOCC2)c1	-14	5
COc1ccc(NC(=O)C(C)N2c3cccc4cccc(c34)S2(=O)=O)cc1OC (stereo unspecified)	-1	7

# Source: PubChem BioAssay (Sanford-Burnham Center for Chemical Genomics)
